RmlC RmlD mix – RmlC/RmlD inhibition, mixture screen. RmlC/RmlD coupled enzyme inhibition, 384-well mixture HTS. inhibition, % at 5.5 µM. 110,000 tested, 0.39% active. AID 1532; in the data active means inhibition above about 30%, passing the limit was not always enough; further: strong numbers were not always called active
HIV RNase H inh – blocks HIV-1 RNase H cleavage of RNA/DNA duplex; P04585; RT-RNase H RNA/DNA duplex cleavage, fluorescence; inhibition, % at 10 µM; 65,000 tested, 1.9% active; in the data active means inhibition above about 50%
* = called active by the depositor; / = no result given. This is a subset (hit frequency here may not be typical).

SMILES	RmlC RmlD mix	HIV RNase H inh
Cc1cc(C)c(C#N)c(SCC(O)CS(=O)(=O)Cc2ccccc2)n1 (stereo unspecified)	-8	-55
COc1ccc(NC(=O)CSc2nc3c(c(-c4cccs4)c2C#N)CN(C)CC3)cc1OC	-16	/
Cn1nc([N+](=O)[O-])nc1Oc1ccccc1N	8	/
O=C(NCc1ccccc1)C1=C[C@H](c2ccc3c(c2)OCO3)C[C@H](OCc2ccc(CO)cc2)O1	-11	/
CCOC(=O)C1=C(Nc2ccc(Br)cc2)CC(C)(O)C(C(=O)OCC)C1c1ccccc1 (stereo unspecified)	17	/
Cc1cc(C(=O)CSc2n[nH]c(N)n2)c(C)n1-c1cc(F)ccc1F	-9	-33
CCOc1nc(NCc2ccco2)nc(Nc2ccccc2F)n1	-16	/
c1ccc2c(-c3nc4ncccc4o3)cccc2c1	/	-20
CCOc1cc(N2CCOCC2)c(OCC)cc1NC(=O)CC12CC3CC(CC(C3)C1)C2	0	/
Cc1[nH]c2ccccc2c1SCC(=O)N1CCOCC1	-27	-9
Cc1ccc(NC(=O)c2ccc(-n3cccn3)c([N+](=O)[O-])c2)cc1C	3	/
Cc1ccc(Cn2c(C3CCCN3c3nc(-c4cc(Cl)c(N)c(Cl)c4)cs3)nc3cc(C(=O)NCCCO)ccc32)cc1 (stereo unspecified)	5	/
CC1(C)OC(=O)C(=NNc2ccc(O)cc2)C(=O)O1	4	/
O=C(Nc1ccc(CCC(=O)N2CCCC2)cc1)c1ncn[nH]1	1	-6
Cc1cnc(NC(=O)CSc2nnc(-c3ccccc3)n2Cc2ccccc2)s1	-19	0
Cn1c(=O)c2c(nc(CN3CCN(c4ccc(F)cc4)CC3)n2CCN2CCOCC2)n(C)c1=O	/	7
COC(=O)c1nc(C(=O)OC)c(C(=O)OC)nc1C(=O)OC	7	6
CC1(C)Oc2ccc3ccc(=O)oc3c2/C(=C/Nc2ccccn2)C1=O	11	-14
CC(C)CC(=O)c1c[nH]c(C(=O)NCc2cccs2)c1	-8	/
COCCNS(=O)(=O)c1cccn1-c1ncc(C(F)(F)F)cc1Cl	-8	/
COc1ccc(CCNS(=O)(=O)c2ccc3c(c2)OCCO3)cc1OC	9	-20
COc1ccc(CCN2C(=S)NC3CC2(C)Oc2ccc([N+](=O)[O-])cc23)cc1OC (stereo unspecified)	-10	/
Cc1cc(NC(=O)CSc2nc(-c3ccc(F)cc3)cs2)no1	6	-2
O=C(CN1C(=O)c2ccccc2C1=O)NCC1CCCO1 (stereo unspecified)	4	1
CCOc1ccc(NCC2CCOC(C)(C)C2)cc1 (stereo unspecified)	24	/
CCOC(=O)N1CCN(c2nc(-c3ccc(Cl)cc3)cs2)CC1	-8	-3
CCN1CCn2c3c(c4cc(Cl)ccc42)CCCC31 (stereo unspecified)	9	-4
Nc1cc(Cl)ccc1C(=O)OCC(=O)NC1CCS(=O)(=O)C1 (stereo unspecified)	-5	/
CN(C)c1ccnc(Oc2ccc(C(C)(C)C)cc2)c1C#N	-13	/
CC(C)(C)NC(=O)CSc1nncn1NCc1ccccc1	7	-3
CCOC(=O)c1cccnc1SCC(=O)N(CC)c1cccc(C)c1	7	/
COc1cc(CCCN2C(=S)NC[C@@H]2CCCCN)cc(OC)c1OC	-6	/
O=C(O)C1C2C=CC(C2)C1C(=O)Nc1cccc(C(=O)N2CCCCC2)c1 (stereo unspecified)	-18	/
COc1ccccc1CNCc1ccc(OC)c(OC)c1OC	7	/
CC1=Nc2ccccc2/C1=C\c1nc(-c2ccc(C(F)(F)F)cc2)oc1O	-1	/
c1ccc(CNc2ncnc3c2cnn3Cc2ccccc2)cc1	1	/
Nc1nc2ccc(O)cc2s1	91	/
CCOc1ccc(C2c3cc(OC)c(OC)cc3CC(=O)N2c2ccccc2)cc1 (stereo unspecified)	-4	/
COc1ccc(/C(O)=C/C(=O)C(=O)Nc2c(C)n(C)n(-c3ccccc3)c2=O)cc1	22	/
Cc1ccc(CSCCNC(=O)c2ccc(N(C)S(=O)(=O)c3ccccc3)cc2)cc1	4	/
O=C(O)c1cccc(Cn2cccn2)c1	/	4
Cc1ccc(CN(c2ccc(C(=O)Nc3cccnc3)cc2)S(C)(=O)=O)cc1	10	/
CCOC(=O)COc1ccc2nsnc2c1Cl	10	-11
CCOc1cc(S(=O)(=O)Nc2cc(C)cc(C)c2)ccc1Cl	-4	/
COC(=O)c1cc2c(C)nn(-c3ccccc3)c2s1	64	-24

Gathered by group, the entries above containing a thiophene ring, fused or not (3)
SMILES	RmlC RmlD mix	HIV RNase H inh
COc1ccc(NC(=O)CSc2nc3c(c(-c4cccs4)c2C#N)CN(C)CC3)cc1OC	-16	/
CC(C)CC(=O)c1c[nH]c(C(=O)NCc2cccs2)c1	-8	/
COC(=O)c1cc2c(C)nn(-c3ccccc3)c2s1	64	-24

Returning to the listing; the six compounds before the break are reprinted first.
SMILES	RmlC RmlD mix	HIV RNase H inh
Cc1ccc(CSCCNC(=O)c2ccc(N(C)S(=O)(=O)c3ccccc3)cc2)cc1	4	/
O=C(O)c1cccc(Cn2cccn2)c1	/	4
Cc1ccc(CN(c2ccc(C(=O)Nc3cccnc3)cc2)S(C)(=O)=O)cc1	10	/
CCOC(=O)COc1ccc2nsnc2c1Cl	10	-11
CCOc1cc(S(=O)(=O)Nc2cc(C)cc(C)c2)ccc1Cl	-4	/
COC(=O)c1cc2c(C)nn(-c3ccccc3)c2s1	64	-24
CCc1ccc(CN/C=C/C(=O)c2ccc(Br)cc2)cc1	10	/
COc1ccc(S(=O)(=O)Nc2ccc(O)c(Sc3ncn[nH]3)c2)cc1	-6	/
COC(=O)c1ccccc1NC(=O)CCNC(=O)Cn1cnc2ccccc2c1=O	4	-2
CNC(=S)N(Cc1ccc2c(c1)OCO2)C1CC(=O)N(c2ccc(F)cc2)C1=O (stereo unspecified)	-3	/
O=C(Nc1ccccc1C(=O)NC1CCCC1)NC1CCCC1	6	-8
O=C(c1cc(-c2ccccc2)nc2ccccc12)N1CCOCC1	0	-3
COc1ccc(N/C=C\C(=O)c2ccc3c(c2)OCO3)cc1	-4	/
CCOC(=O)c1cc(-c2ccc3c(c2)OCO3)nc2onc(C)c12	-87	-8
Cc1ccc2nc(SCC(=O)O)nc(C)c2c1	6	1
CSc1oc(-c2ccco2)nc1S(=O)(=O)c1ccccc1	-12	-71
CC1(C)CC(=O)N(CC(=O)O)c2ccccc2S1(=O)=O	7	-5
O=C(CCNC(=O)c1ccc(Br)o1)NCc1ccccn1	-14	-1
COC(=O)CC1SC(=O)NC1=Nc1ccccc1 (stereo unspecified)	1	-7
Cc1c(NC(=O)NCCN2C(=O)C3C4C=CC(C4)C3C2=O)c(=O)n(-c2ccccc2)n1C (stereo unspecified)	-10	-11
O=C(OCN1C(=O)c2ccccc2C1=O)c1ccco1	6	-22
NC(=O)C1CCN(C(=O)CCc2nc3ccccc3c(=O)[nH]2)CC1	-7	/
COC(=O)Nc1nn(Cc2ccccc2F)cc1Br	9	-10
CCCCCCC(=O)N1C/C=C\C(c2ccc(OC)cc2)N(Cc2ccc(F)cc2)C(=O)[C@H]1Cc1ccccc1 (stereo partly specified)	7	/
O=C(c1ccncc1)N(Cc1ccccc1)Cc1nc2ccccc2c(=O)[nH]1	5	-2
NC(=O)c1oc2ccccc2c1NC(=O)CN1CCCCC1	10	-9
Cc1cccn2c(=O)c3cc(C(=O)N4COCC4(C)C)n(C)c3nc12	/	-16
CCCC(=O)N(c1ccc2oc(=O)sc2c1)S(=O)(=O)c1cccs1	19	18
O=C(CCCNS(=O)(=O)c1cccs1)N1CCN(c2cccc(Cl)c2)CC1	3	-8
NC(=O)Cn1c(=O)oc2ccccc21	-14	96*
Cn1c(C(=O)NCc2cccnc2)cc2sc(Cl)cc21	9	-1
COc1ccccc1-c1c(C)nn2c(N3CCC4(CC3)OCCO4)cc(C)nc12	10	-6
CCCN1Cc2cccc(C(=O)Nc3ccc(CC)cc3)c2C1=O	-3	/
Oc1ccccc1NCC(O)Cn1ccc2ccccc21 (stereo unspecified)	-14	78*
Cc1cc(=O)oc(C)c1C(=O)NCCCN1CCN(c2ccccc2F)CC1	7	5
COc1ccc(NC2CC(=O)N(c3ccccc3)C2=O)cc1 (stereo unspecified)	-9	17

Ordered by heavy-atom count (lowest first): some entries from above.
SMILES	RmlC RmlD mix	HIV RNase H inh
CCOc1cc(S(=O)(=O)Nc2cc(C)cc(C)c2)ccc1Cl	-4	/
NC(=O)C1CCN(C(=O)CCc2nc3ccccc3c(=O)[nH]2)CC1	-7	/
O=C(NCc1ccccc1)C1=C[C@H](c2ccc3c(c2)OCO3)C[C@H](OCc2ccc(CO)cc2)O1	-11	/

More records follow.
SMILES	RmlC RmlD mix	HIV RNase H inh
COC(=O)c1sccc1NC(=O)c1cc(-c2ccc(C)cc2C)nc2ccccc12	-9	/
Cc1ccccc1NC(=O)NCCc1nc2ccccc2[nH]1	4	-12
CCCC(=O)Nc1sc(C)c(C)c1C(=O)Nc1cccc(C)c1	7	/
O=C(CCc1n[nH]c(=O)[nH]c1=O)N1CCCCC1	-4	9
COc1ccc(CNC(=O)c2cnc3scc(C)n3c2=O)cc1	1	-14
CCn1c2ccccc2c2nnc(SCCCn3c(=O)[nH]c4ccccc43)nc21	82*	-67
Cc1ccc(C)c2[nH]c(=O)c(CN(CC3CCCO3)S(=O)(=O)c3ccc4c(c3)OCCO4)cc12 (stereo unspecified)	-12	-14
N#CCCCSc1nnc(CSc2nc3ccccc3s2)n1-c1ccccc1	2	-21
COCCCNC(=O)C1C2C=CC3(CN(Cc4ccc(C)cc4)C(=O)C13)O2 (stereo unspecified)	8	-5
Cc1nc2nc(C)c(CCC(=O)N3CCc4ccccc43)c(C)n2n1	-7	-6
N#Cc1ccc(C(c2nnnn2C2CCCC2)N2CCC(Cc3ccccc3)CC2)cc1 (stereo unspecified)	-6	/
COc1ccc2[nH]c(=O)c(CN(C(C)=O)c3cccc(C)c3)cc2c1	5	-28
COc1cccc(CNCCNC(=O)c2ccco2)c1OC	-3	/
CCOC(=O)N1CCC(Nc2c(NCCN3CCN(Cc4ccccc4)CC3)c(=O)c2=O)CC1	-6	-4
CCC(=O)N1c2ccc(S(=O)(=O)CCC(=O)Nc3nccs3)cc2CC1C (stereo unspecified)	3	-6
O=C(c1csc2c1CCCC2)N1CCN(c2cccc(C(F)(F)F)c2)CC1	1	/
O=C(/C=C/NNC(=O)c1ccccc1)c1ccccc1	1	/
Cn1nnnc1CCOCCc1nnnn1C	8	-13
CCCCn1c(=N)n(CC(=O)c2ccco2)c2ccccc21	5	/
Cc1ccc(S(=O)(=O)N2CC3(C)CN(S(=O)(=O)c4ccc(C)cc4)CC(C)(C2)C3=O)cc1	7	/
CCOC(=O)C1CCCN(c2ncnc3c2[nH]c2cccc(OC)c23)C1 (stereo unspecified)	39	1
CCn1c(SCC(=O)OC(C)C)nnc1-c1cccc(Cl)c1	-16	-15
c1ccc(OCCOCCSc2ncccn2)cc1	-6	-29
CC(C)(C)c1ccc(OCC(=O)O)cc1	3	-4
Cc1cc(C)c[n+](-c2nc([O-])sc2C=O)c1	7	/
CCCc1nc2oc3c(NCCN4CCOCC4)ncnc3c2c2c1CCCC2	7	8
CCOC(=O)c1cc(-c2ccccc2)nn1-c1ccccn1	-1	/
COc1ccc(C2(CNC(=O)CCC(=O)O)CCCC2)cc1OC	-9	/
CC(C)(C)c1cccc(Oc2nn[nH]n2)c1	6	/
N#Cc1ccc(OCC(=O)NCCc2ccccn2)cc1	7	/
O=C(C1CCCN(Cc2ccccc2)C1)N1CCCCC1 (stereo unspecified)	4	/
CC1(C)CC(=O)C2=C(C1)N(CC1CCCO1)C(=O)C2(O)C(F)(F)F (stereo unspecified)	-12	-6
COc1ccc(OCC(=O)N2CCN(c3cccc(C(F)(F)F)c3)CC2)cc1	-3	-13
C[N+]1(C)CCC(OC(=O)C(O)(c2ccccc2)C2CCCC2)C1 (stereo unspecified)	7	/
NNC(=O)c1nc(-c2ccccc2)n2c1CCCCC2	-10	/
O=C(NNC(=O)c1ccccc1-n1cccc1)c1ccc(Cl)c(Cl)c1	-1	/
Cc1ccc(-c2cc(C(F)F)n3ncc(C(=O)Nc4ccc(S(=O)(=O)Nc5ccccc5C)cc4)c3n2)cc1	22	/
CCOC(=O)N1CCN(c2c(NCc3ccc(N(C)C)cc3)c(=O)c2=O)CC1	-7	/
NC(=O)CSc1nnc(COc2ccccc2)n1CCc1ccccc1	6	-2
O=C(O)CCCC(=O)Nc1c(F)c(F)c(F)c(F)c1F	10	-3
COC(=O)c1cccc(NC(=O)CSc2nnc(COc3ccc(C#N)cc3)n2-c2ccccc2)c1	6	-5
O=C1c2ccccc2C(=O)N1CC#CCN1CCN(C(c2ccccc2)c2ccccc2)CC1	-6	/
Cc1ccc(S(=O)(=O)N/N=C/c2cc(Br)c(C)o2)cc1	-10	/
Cc1ccc(S(=O)(=O)N2c3ccccc3NC(=O)CC2C)cc1 (stereo unspecified)	4	/
CCNC1=C(Cl)C(=O)c2ccccc2C1=O	27	/
NC(=O)[C@@H]1CC2(CC(c3cccc(NC(=O)[C@H]4CCC(=O)N4)c3)=NO2)CN1C(=O)COc1ccc(Cl)cc1 (stereo partly specified)	-10	/
CCN(CC)CCNC(=O)c1ccc(N2CCCCC2)c(NS(=O)(=O)c2ccc(C)cc2)c1	9	-4
CCOc1ccc(OCC)c(NC(=O)CCS(=O)(=O)c2ccc(Br)s2)c1	-11	/
COc1ccc(-n2nccc2-c2nn(-c3cccc(OC)c3)c(=O)n(C)c2=O)cc1	-6	/
CCOc1cc(/C=C2\N=C(C)OC2=O)cc(Br)c1OCC(=O)OC	-12	/
CCN1C(=O)/C(=C2\C=Cc3ccccc3N2CC)OC1=S	11	-14
Cc1cc(C)nc(-n2nc(C)c(Oc3ccccc3O)c2C)n1	6	-21
Cc1ccc(NC(=O)c2ccc(CN3CCN(C)CC3)cc2)cc1Nc1nccc(-c2cccnc2)n1	-18	/
O=S(=O)(Nn1cnnc1)c1ccccc1Cl	-4	-3
COc1ccc(S(=O)(=O)N2CCC(C(=O)NCc3ccccn3)CC2)cc1C	-8	-18
